# GLS inh = glutaminase GLS (human) inhibition | O94925 | GLS enzymatic activity, qHTS titration | Potency, µM (titrated, usually from 45.5 µM), for inactives: at the top dose activity change, negative = inhibition, actives largely listed as inhibitors | 410,000 compounds, 0.21% hits | AID 624170; further: potency means the concentration at half of the fitted maximal effect; on the % scale 0 is the no-effect control and ±100 the full control effect
#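 Compounds were pin-transferred onto hKGA, after which L-glutamine (1 mM solution) and a detection mix of glutamate oxidase, HRP and Amplex Red were added. Initial and 30 min RT fluorescence reads were collected.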
# JMJD2A Tudor = blocks the human JMJD2A Tudor domain | O75164 | AlphaScreen JMJD2A-Tudor / H3K4me3 peptide binding | Potency, µM (titrated, usually from 114 µM), for inactives: top-dose activity change, negative = inhibition, usual class: inhibitors | 390,000 compounds, 4.4% hits; further: potency means the concentration at half of the fitted maximal effect; on the % scale 0 is the no-effect control and ±100 the full control effect; nearly all actives have a fitted effect of over 50% in size
# Target sequence (O75164 whole entry, looked up, the tested form may be a part): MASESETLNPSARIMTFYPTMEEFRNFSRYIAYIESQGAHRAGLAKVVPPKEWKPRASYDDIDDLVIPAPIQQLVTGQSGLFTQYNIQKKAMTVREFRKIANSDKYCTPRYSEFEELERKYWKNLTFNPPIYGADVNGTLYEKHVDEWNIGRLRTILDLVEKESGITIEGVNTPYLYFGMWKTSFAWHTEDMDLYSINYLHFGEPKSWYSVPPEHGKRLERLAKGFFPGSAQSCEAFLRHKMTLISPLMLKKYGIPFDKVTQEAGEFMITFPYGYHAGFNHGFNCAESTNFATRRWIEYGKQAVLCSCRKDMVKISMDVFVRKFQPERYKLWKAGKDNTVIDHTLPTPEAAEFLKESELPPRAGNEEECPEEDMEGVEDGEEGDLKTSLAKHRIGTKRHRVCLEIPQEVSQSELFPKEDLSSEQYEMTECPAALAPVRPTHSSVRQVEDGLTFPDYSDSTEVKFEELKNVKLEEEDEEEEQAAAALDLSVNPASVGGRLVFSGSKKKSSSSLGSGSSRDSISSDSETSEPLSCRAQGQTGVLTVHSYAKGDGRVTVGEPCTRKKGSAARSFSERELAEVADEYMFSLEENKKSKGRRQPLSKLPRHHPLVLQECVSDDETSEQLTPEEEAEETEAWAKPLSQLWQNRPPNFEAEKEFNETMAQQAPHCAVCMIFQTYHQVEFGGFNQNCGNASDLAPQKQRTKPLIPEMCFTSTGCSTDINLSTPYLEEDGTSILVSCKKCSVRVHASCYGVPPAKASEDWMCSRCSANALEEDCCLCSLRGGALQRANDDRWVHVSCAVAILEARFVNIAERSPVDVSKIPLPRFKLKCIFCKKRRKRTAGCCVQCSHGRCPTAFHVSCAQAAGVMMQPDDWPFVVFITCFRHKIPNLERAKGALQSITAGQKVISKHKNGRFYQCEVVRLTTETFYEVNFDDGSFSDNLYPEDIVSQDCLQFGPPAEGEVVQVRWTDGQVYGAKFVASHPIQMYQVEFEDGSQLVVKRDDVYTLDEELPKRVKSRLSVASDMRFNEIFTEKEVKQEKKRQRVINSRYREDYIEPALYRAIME
# G9a inh = G9a (human) methyltransferase inhibition; Q96KQ7; G9a H3K9 monomethylation, AlphaScreen, 2 h; Potency, µM (top dose mostly 102 µM), without a hit: top-dose activity, negative = inhibition, hits mostly inhibitors; 350,000 compounds, 8.8% hits; further: potency means the concentration at half of the fitted maximal effect; on the % scale 0 is the no-effect control and ±100 the full control effect; nearly all actives have a fitted effect of over 75% in size
#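 Chemiluminescent proximity detection of H3K9 monomethylation, read after 10 min bead incubation in the dark. Reaction: 20 nM G9a, 500 nM biotin-H3K9 peptide, 20 uM SAM cofactor, 2 h, room temperature, following 15 min enzyme-compound preincubation.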
# HP1b chromo inh = blocks HP1-beta chromodomain binding to methylated histone tails; Potency, µM (doses to about 114 µM), for the others: at the top dose activity change, negative = inhibition, usual class: inhibitors; 390,000 compounds, 0.56% hits; P83916; AlphaScreen HP1-beta / biotin-H3K9me3 peptide binding; AID 540317; further: potency means the concentration at half of the fitted maximal effect; nearly all actives have a fitted effect of over 70% in size; inactives centre near 23
#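 AlphaScreen: HP1-beta (50 nM) preformed 30 min with biotin-H3(1-18)K9me3 peptide (50 nM) in PBS pH 7.4, 0.01% Tween-20. Compound added for 30 min at RT, then streptavidin donor/nickel chelate acceptor beads (10 ug/mL) for 30 min.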
# ERG-DNA inh = ERG Ets/DNA interaction inhibition. P11308. fluorescence polarization, His-ERG Ets domain / labelled DNA. AID 624246. Potency, µM (doses to about 76.9 µM), for the others: top-dose FP activity, negative = inhibition, hits mostly inhibitors. 370,000 compounds, 0.028% hits; active means well fitted inhibition curve with a large enough effect in the polarisation, with a control signal flat; inconclusive means small, poorly fitted or top-dose-only effect, or effect the other way, or a change in a side signal; inactive means no such curve, though single readings can be large or run the other way; the % refers to the polarisation;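 further: polarization taken with two DNA probes labelled with fluorescein and Texas red; potency means the concentration at half of the fitted maximal effect; % of control where 0% means no effect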
#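 His-tagged ERG Ets domain (1 uM in the protein solution; 300mM KCl, 50mM Tris-HCl, 1mM EDTA, 1mM DTT, pH 7.5) received compound, then a probe mix of 5 nM fluorescein-DNA and 100nM Texas-615-DNA. Fluorescence polarization was read for both dyes.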
# PGK inhibitor = inhibitors of T. brucei phosphoglycerate kinase; PGK/GAPDH coupled, Kinase-Glo luminescence, 60 min; Potency, µM (titrated, usually from 57.5 µM), without a hit: at the highest dose activity change, negative = inhibition, most hits filed as inhibitors; 380,000 compounds, 0.043% hits; further: potency means the concentration at half of the fitted maximal effect; on the % scale 0 is the no-effect control and ±100 the full control effect; nearly all actives have a fitted effect of over 60% in size
#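 Recombinant glycosomal PGK reaction used 1,3-bisphosphoglycerate generated in-well by GAPDH (100nM final) in 100mM TEA pH 7.6, 5mM MgCl2, 0.01% Tween-20. After 60 minutes at room temperature, ATP was read by Kinase-Glo Plus luminescence end-point.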
# Pin1 inhibitor = blocks the human prolyl isomerase Pin1; Q13526; Pin1 FP peptide displacement, HiFluor488, 10 min; Potency, µM (top dose mostly 115 µM), inactives show at the highest dose activity, negative = inhibition, hits mostly inhibitors; 390,000 compounds, 0.009% hits; AID 504891; active means well fitted inhibition curve with a large enough effect in the polarisation, with a control signal flat, not every such curve was filed as active; inconclusive means small, poorly fitted or top-dose-only effect, or effect the other way, or a change in a side signal; inactive means no such curve, though single readings can be large or run the other way; the % refers to the polarisation; further: potency means the concentration at half of the fitted maximal effect; on the % scale 0 is the no-effect control and ±100 the full control effect
# PI4K2A inh = PI4K2A (human) kinase inhibition; Q9BTU6; purified PI4K2A, ADP-Glo luminescence, 1 h; hits give low values; activity change, negative = inhibition, % at 76.9 µM; 420,000 compounds, 0.13% hits; in the data active means activity change below about -50%; inconclusive means mostly about -30% to -49%;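 further: -100% = wells without enzyme as full effect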
#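 In this quantitative HTS, ADP production by PI4K2A was quantified luminescently after 1 h at ambient temperature; 100 microM adenosine served as plate-quality control.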
# BAZ2B block = blocks human BAZ2B; Q9UIF8; Potency, µM (doses to about 114 µM), for the others: top-dose activity change, negative = inhibition, hits mostly inhibitors; 360,000 compounds, 4.4% hits; AlphaScreen BAZ2B-H3K14Ac peptide displacement; AID 504333; further: potency means the concentration at half of the fitted maximal effect; on the % scale 0 is the no-effect control and ±100 the full control effect; nearly all actives have a fitted effect of over 60% in size
#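 BAZ2B 50 nM plus b-H3(5-23)K14Ac 50 nM, PBS pH 7.4/0.01% Tween-20, 30 min RT; compound added (max 110 uM), 30 min RT; streptavidin donor/Ni-chelate acceptor beads 10 ug/mL final, 20 min dark; AlphaScreen read.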
# An asterisk follows results filed as active; i = inactive; ? = inconclusive; nt = not tested or not shown; & = joins results of further samples; [ ] = remark or other dose. Unless noted, the call rests on the fitted dose curve; in most records, active means well fitted curve in the direction sought with a large enough effect; inconclusive means small, poorly fitted or top-dose-only effect, or another doubt; inactive means no such curve, though single readings can be large; an effect the other way counts as inactive or inconclusive. Only part of the results is shown. The share of hits here may be higher or lower than overall.
SMILES,GLS inh,JMJD2A Tudor,G9a inh,HP1b chromo inh,ERG-DNA inh,PGK inhibitor,Pin1 inhibitor,PI4K2A inh,BAZ2B block
O=S(=O)(c1ccccc1)N1CC1c1ccccc1 (stereo not drawn),-9%,-10%[57.1 µM],11%[59 µM],55%[activator],8%,-4%,-10%,2,3%
Cc1c(C(c2ccc(Cl)cc2Cl)c2c(O)c3ccccc3oc2=O)c(=O)n(-c2ccccc2)n1C (stereo not drawn),-13%&-25%,-3%&-23%,1%[59 µM],77%&6%[activator],-8%&0%,-10%&-5%,-8%&2%,-1&4,-15%&-37%
OC(c1cccc(Cl)c1)(c1cccc(Cl)c1)C1CN2CCC1CC2 (stereo not drawn),-19%,-9%,23%[0.501 µM],25%,-2%,i,0%,1,-1%
COCc1cc(OC(=O)N(C)C)nc(-c2ccc(C)c(Cl)c2)n1,-5%,28%,64%[activator],31%,2%,4%,-4%,4,14%
Cn1c(=O)c2nncnc2n(C)c1=O,3%,-11%,14%,15%,8%,0%,?,-2,28%
O=c1[nH]c(=O)c2ccccc2o1,-23%&9%,7%,?,33%[57 µM],10%,i,?,2&2,nt
COc1cccc(-c2nn(Cc3ccccc3)cc2C(=O)O)c1,1%,7%,3%,49%[activator],-11%,-9%,-8%,2,-3%
CC#CP(=O)(OC)C(O)(CF)c1ccccc1 (stereo not drawn),9%,-7%,-6%,43%[activator],-4%,i,-2%,2,7%
C[C@H](CCC(=O)O)[C@H]1CC[C@H]2[C@@H]3CC[C@@H]4C[C@H](O)CC[C@]4(C)[C@H]3CC[C@]12C,16%,?,8%&-2%[12.7 µM],19%,13%,-15%,-1%,-1,9%
C[C@@H]1CC[C@@]2(NC1)O[C@H]1C[C@H]3[C@@H]4CC=C5C[C@@H](O)CC[C@]5(C)[C@H]4CC[C@]3(C)[C@H]1[C@@H]2C,0%,2%,-49%,15%,-9%,2%,6%,0,22%
CCCn1c(C(=O)c2ccccc2)nc2ccccc21,11%,64%[activator],?,122%[activator],3%,-5%,-6%,-2,31%
C[C@]12CCC(=O)C=C1CC[C@@H]1[C@@H]2CC[C@@]2(C)[C@H]1CC[C@]2(C)O,-1%&2%,-7%,26%&1%[59 µM],25%,?,i,-4%,-3&2,-4%
O=P(c1ccccc1)(c1ccccc1)N1CCCCC1,-2%,12%,20%,45%,-1%,0%,3%,7,-1%
O=S(=O)(NC1CCCC1)OCC(Cl)(Cl)Cl,10%,?,-19%,32%,-9%,-8%,1%,-1,-1%
Nc1ccncc1,-1%&9%,1%,-12%[59 µM],41%[activator],23%,-4%,-4%,1&3&-3,3%
CCCCC1(CC)COP(=O)(OCC(Cl)(Cl)Cl)OC1 (stereo not drawn),5%,-10%,nt,15%[57 µM],5%,-8%,-20%,-1,nt
CC1=CC2OC3CC4OC(=O)C=CC=CC(=O)OCCC(C)C(O)C(=O)OCC2(CC1)C4(C)C31CO1 (stereo not drawn),2%,-20%,nt,12%,-9%,i,1%,0,nt
O=C(NC(=S)N1C[C@H]2C[C@H](C1)c1cccc(=O)n1C2)c1ccc(F)cc1,22%,-20%,35µM*,27%,1%,8%,2%,-1,-11%
COc1ccc(C(=O)Cn2c(NCCCl)nc3ccccc32)cc1,18%,-7%,?,34%,2%,4%,2%,0,-26%
COc1ccc2[nH]cc(CCN=C(NC(=O)c3ccccc3OC)Nc3nc(C)cc(C)n3)c2c1,-5%,?,?,-4%,-2%,3%,21%,-18,25µM*
CC(C)(C)c1ccc(C(=O)Nc2ccc3nc(SCC(=O)N4CCCC4)sc3c2)cc1,-2%,-21%,5%[59 µM],45%[activator],-1%,-9%,9%,-2,-9%
Cn1c(O)c(/C=N/c2ccccn2)c(=O)n(C)c1=O,-16%,5%,?,32%,nt,-7%,-2%,-3,20%
COC(=O)c1ccccc1OP1(=O)COc2ccccc2OC1,-3%,-32%,6%,41%[activator],0%,i,-9%,0,10%
O=C(NC1CC1)c1cc(-c2ccco2)nc2ccccc12,?,8.9µM*,10µM*,18µM*,-5%,?,21µM*,?,10µM*
CC(C)(C)C(=O)OCC12CCC(O1)C1(C)C(=O)OCC21 (stereo not drawn),-5%,12%,-30%[59 µM],46%[activator],-4%,i,0%,0,-1%
CN(C)C(=O)CSc1nnc([C@@H](N)Cc2ccccc2)o1,-1%,?,-51%,21%,3%,-6%,-7%,2,-9%
COc1ccc(CN2Cc3cnnn3-c3ccccc3C2C#N)cc1 (stereo not drawn),1%,1%,nt,61%[activator],15%,-3%,-1%,4,nt
Cc1ccc(S(=O)(=O)N(C)C/N=C(\N)N[N+](=O)[O-])cc1,5%,8%[11.4 µM],3%,33%,-4%,10%,-3%,-2,-12%
CC(=O)OC1CC(OC2C(O)CC(OC3C(O)CC(OC4CCC5(C)C(CCC6C5CCC5(C)C(C7=CC(=O)OC7)CCC65O)C4)OC3C)OC2C)OC(C)C1OC1OC(CO)C(O)C(O)C1O (stereo not drawn),3%,-8%,nt,25%,-2%,-6%,-5%,5,nt
CN1CCN(Cc2nnc3n2-c2ccc(Cl)cc2C(c2ccccc2)=NC3)CC1,3%,?,?,14%,10%,-3%,-2%,-2,-12%
COc1ccc(Br)cc1C1SCC(=O)Nc2c1c(C)nn2-c1ccccc1C (stereo not drawn),-2%,10%,-10%[59 µM],39%,-9%,nt,0%,7,-3%
CC(O)(CS(=O)(=O)c1cccc(C(F)(F)F)c1)C(=O)Nc1ccc(C(F)(F)F)cc1 (stereo not drawn),6%,-12%,8%[0.0925 µM],8%,-4%,-8%,-12%,-6,11%
COc1cc(C(c2c(O)c3ccccc3oc2=O)c2c(C)n(C)n(-c3ccccc3)c2=O)ccc1OCC(=O)O (stereo not drawn),2%,-17%,2%[59 µM],50%[activator],3%,0%,-9%,1,-18%
Cc1ccc(C)c(OCC(=O)N2CCCN(C)CC2)c1,3%,7%,-1%[59 µM],20%,0%,-8%,7%,3,-22%
CCCn1c(C)c(C(=O)c2cccc3ccccc23)c2ccccc21,5%,-18%,-34%[59 µM],29%,-15%,-10%,1%,4,-4%
OC(c1ccccc1)(c1ccccc1)c1ccncc1,-4%,-15%,-9%[59 µM],15%,-1%,-8%,0%,1,0%

# Part of the list above with just ERG-DNA inh.
structure	ERG-DNA inh
COc1ccc(CN2Cc3cnnn3-c3ccccc3C2C#N)cc1 (stereo not drawn)	15%
Cc1ccc(S(=O)(=O)N(C)C/N=C(\N)N[N+](=O)[O-])cc1	-4%

# The listing continues.
SMILES,GLS inh,JMJD2A Tudor,G9a inh,HP1b chromo inh,ERG-DNA inh,PGK inhibitor,Pin1 inhibitor,PI4K2A inh,BAZ2B block
Cc1cccc(-n2c(-c3ccco3)nc3ccccc3c2=O)c1C,7%,-17%,?,18%,7%,3%,6%,5,1%
OC1/C(=C/c2ccc(F)cc2)N2CCC1CC2 (stereo not drawn),-1%,-10%,0%[59 µM],32%,-6%,9%,3%,-5,8%
O=C(O)c1cc(Oc2ccc(C(F)(F)F)cc2Cl)ccc1[N+](=O)[O-],3%&1%,-10%,nt,49%[activator],-7%,1%,-6%,1&0,nt
CC(=O)OC(C)(C)/C=C/C(=O)C(C)(O)C1[C@H](O)C[C@@]2(C)C3CC=C4C(CC[C@@H](O)C4(C)C)[C@]3(CO)C(=O)C[C@]12C (stereo partly drawn),-2%,0%,6%,23%,3%,-6%,-6%,-5,1%
O=C1Nc2ccccc2C1Cc1nc2ccccc2c(=O)n1-c1ccccc1 (stereo not drawn),56%[activator],-20%[11.4 µM],-35%,0%,1%,-7%,-2%,4,79µM*
CCOc1ccc(NC(=O)CN(c2ccc(Cl)cc2C)S(=O)(=O)c2ccccc2)cc1,3%,-12%,-42%[59 µM],20%,3%,10%,22%,0,?
CCOP(=O)(OCC)c1nc(-c2ccc(F)cc2)oc1NCc1ccccc1,1%,-12%,29%[12.7 µM],-7%,9%,-3%,?,-18,?
O=C1Nc2ccccc2/C1=C/c1cnc[nH]1,3%,-18%,44%[59 µM],17%,-3%,-2%,1%,-2,?
Cc1ccc(NC(=O)CSc2nnc([C@@H](N)Cc3c[nH]c4ccccc34)o2)c(C)c1,18%,-9%,7%[12.7 µM],17%,-7%,-7%,1%,2,-32%
Cc1cccn2c(=O)cc(COc3cccc(NC(=O)COc4ccc(F)cc4)c3)nc12,-5%,-32%,5%[59 µM],19%[57 µM],-3%,-6%,90%[activator],-10,2%
COc1c(C=C2C(=O)NC(=O)NC2=O)c(CCN(C)C(=O)c2ccccc2)cc2c1OCO2,5%,-16%,nt,24%,6%,0%,-12%,-16,-3%
COc1ccc2c(c1)c(=O)c(C(=O)c1ccc(Cl)cc1)cn2CC(=O)Nc1ccc2c(c1)OCCO2,-5%,-3%,19%[59 µM],52%[activator],-1%,-8%,-4%,4,-1%
Cc1cccc(-c2nc3ccccc3c(=O)n2-n2cccc2)c1,1%,-17%,8%[12.7 µM],20%,5%,-9%,-1%,-1,9%
Cc1ccc(-c2nc3ccc(C)cn3c2CC(=O)N(C)C)cc1,0%&-13%,-22%,-35%[2.33 µM],16%,13%,i,-1%,-5&-1,nt
O=C1NC(=O)C(CCOc2ccccc2)(CCc2ccccc2)C(=O)N1,-15%,13%,nt,15%,6%,-2%,-1%,-2,nt

# Source: PubChem BioAssay (National Center for Advancing Translational Sciences (NCATS))
